RXFP1 ag = qHTS Assay for Agonists of the Relaxin Receptor RXFP1; 370,000 tested, 0.3% active; Potency, µM (series often up to 57.5 µM), without a hit: top-dose activation, actives largely listed as activators; HEK293T-RXFP1 cAMP TR-FRET, 30 min; response scale: percent of porcine relaxin response, buffer zero; Relaxin receptor 1 (Homo sapiens), Q9HBX9; also: potency is read from the fitted curve at half-maximal effect; % is scaled to controls: 0 for no effect and ±100 for the full control effect; nearly all actives have a fitted effect of over 60% in size; many of its hits are not listed in these tables
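HEK293 cells stably expressing RXFP1, treated 30 min at 37C with compounds plus PDE4 inhibitor Ro 20174; cAMP measured by HTRF TR-FRET. Normalized to buffer and 29 nM porcine relaxin; EC50 by Hill fit.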
USP1 inh = Inhibitors of USP1/UAF1: Primary Screen; 390,000 tested, 0.23% active; Ubiquitin carboxyl-terminal hydrolase 1 (Homo sapiens), O94782; Potency, µM (top dose mostly 57.1 µM), without a hit: at the top dose activity change, negative = inhibition, actives largely listed as inhibitors; recombinant USP1/UAF1, Ub-Rhodamine cleavage fluorescence; also: potency is read from the fitted curve at half-maximal effect; % is scaled to controls: 0 for no effect and ±100 for the full control effect; nearly all actives have a fitted effect of over 60% in size; inactives centre near -12
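USP1/UAF1 complex (1 nM) preincubated 15 min at room temperature with compound, then Ub-Rho substrate (150 nM final) added. Kinetic fluorescence at 480/540 nm over 6 reads at 60 s intervals; 50 mM HEPES pH 7.8, 0.5 mM EDTA, 0.1 mg/ml BSA, 1 mM TCEP, 0.01% Tween-20.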
Vif-APOBEC3F blk = qHTS for Inhibitors of Vif-A3F Interactions: qHTS; Potency, µM (doses to about 46.1 µM), inactives show top-dose activity, negative = active; AID 602313, 2012; 390,000 tested, 0.2% active; HeLa A3F-eYFP + Vif (tagged APOBEC3F with the HIV-1 protein that degrades it), YFP fluorescence increase; also: potency is read from the fitted curve at half-maximal effect; % of control where 0% means no effect; nearly all actives have a fitted effect of over 65% in size
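HeLa cells stably expressing A3F-eYFP plus Vif, plated and incubated overnight at 37 deg C, then exposed to compounds overnight at 37 deg C. Blocked degradation read as raised yellow fluorescence (Ex 488/Em 500-530).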
Vif-A3G inh = qHTS for Inhibitors of Vif-A3G Interactions: qHTS; Potency, µM (highest dose often 46.1 µM), for inactives: at the highest dose activity, negative = active, actives largely listed as inhibitors; 410,000 tested, 0.076% active; HeLa A3G-eYFP + Vif (tagged APOBEC3G with the HIV-1 protein that degrades it), YFP fluorescence, overnight; DNA dC->dU-editing enzyme APOBEC-3G (Homo sapiens), Q9HC16;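 also: potency is read from the fitted curve at half-maximal effect; % is scaled to controls: 0 for no effect and ±100 for the full control effect; nearly all actives have a fitted effect of over 60% in size; hits raise eYFP signal because A3G escapes Vif-driven loss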
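HeLa cells stably expressing Vif and C-terminally eYFP-tagged A3G, seeded overnight at 37 deg C, then exposed to compound by pintool overnight at 37 deg C. Rise in yellow fluorescence (Ex 488/Em 500-530, Acumen) marks blocked Vif-driven A3G degradation.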
IDH1 R132H inh = qHTS for Inhibitors of mutant isocitrate dehydrogenase 1 (IDH1): qHTS | AID 602179, 2012 | IDH1-R132H enzyme, NADPH consumption, diaphorase/resazurin fluorescence | 390,000 tested, 0.093% active | Potency, µM (titrated, usually from 76.6 µM), for the others: top-dose activity change, negative = inhibition, most hits filed as inhibitors; also: potency is read from the fitted curve at half-maximal effect; % is scaled to controls: 0 for no effect and ±100 for the full control effect; nearly all actives have a fitted effect of over 65% in size
Target sequence (O75874 whole entry R132H, stated change not applied): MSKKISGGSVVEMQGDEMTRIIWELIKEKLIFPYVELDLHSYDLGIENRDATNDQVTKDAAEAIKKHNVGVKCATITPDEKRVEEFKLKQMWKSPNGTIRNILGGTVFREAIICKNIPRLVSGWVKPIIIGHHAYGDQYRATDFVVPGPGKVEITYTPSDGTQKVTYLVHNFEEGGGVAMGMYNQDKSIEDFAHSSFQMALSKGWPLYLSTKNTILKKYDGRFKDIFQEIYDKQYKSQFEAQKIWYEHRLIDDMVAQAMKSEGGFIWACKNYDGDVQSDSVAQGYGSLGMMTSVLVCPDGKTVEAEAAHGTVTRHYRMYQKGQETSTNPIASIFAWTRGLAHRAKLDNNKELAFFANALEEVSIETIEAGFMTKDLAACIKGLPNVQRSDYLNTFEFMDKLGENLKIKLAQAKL
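IDH1-R132H (0.5 ug/mL) preincubated 30 min with compound, then NADPH (0.016 mM) and alpha-KG (2 mM) added; 80 min at RT, pH 7.5. Remaining NADPH coupled via diaphorase/resazurin to fluorescence (540/590 nm); concentration-response curves normalized to no-enzyme control.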
TrxR1 substrate = qHTS Assay for Substrates of Mammalian Selenoprotein Thioredoxin Reductase 1 (TrxR1): qHTS | Thioredoxin reductase 1, cytoplasmic (Rattus norvegicus), O89049 | purified TrxR1 substrate turnover, NADPH consumption readout | Potency, µM (series often up to 114 µM), inactives show at the highest dose activity change, negative = substrate turnover | 390,000 tested, 0.01% active | AID 588456, 2011; also: potency is read from the fitted curve at half-maximal effect; % is scaled to controls: 0 for no effect and ±100 for the full control effect; nearly all actives have a fitted effect of over 50% in size
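Rat TrxR1, dispensed at 90 nM, was prereduced with 400 uM NADPH (final) for 5 min at ~22 deg C, then incubated with compound 15 min before 400 uM selenite. A first-read NADPH fluorescence drop versus no-compound background flagged substrates.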
PI4K2A block = qHTS for small molecular inhibitors of PI4K2A | Phosphatidylinositol 4-kinase type 2-alpha (Homo sapiens), Q9BTU6 | purified PI4K2A, ADP-Glo luminescence, 1 h; active compounds read low | activity change, negative = inhibition, % at 76.9 µM | 420,000 tested, 0.13% active | AID 1346378, 2018; in the data active = activity change below about -50%; inconclusive = mostly about -30% to -49%;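 also: -100% = wells without enzyme as full effect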
Target sequence (Q9BTU6 whole entry, looked up): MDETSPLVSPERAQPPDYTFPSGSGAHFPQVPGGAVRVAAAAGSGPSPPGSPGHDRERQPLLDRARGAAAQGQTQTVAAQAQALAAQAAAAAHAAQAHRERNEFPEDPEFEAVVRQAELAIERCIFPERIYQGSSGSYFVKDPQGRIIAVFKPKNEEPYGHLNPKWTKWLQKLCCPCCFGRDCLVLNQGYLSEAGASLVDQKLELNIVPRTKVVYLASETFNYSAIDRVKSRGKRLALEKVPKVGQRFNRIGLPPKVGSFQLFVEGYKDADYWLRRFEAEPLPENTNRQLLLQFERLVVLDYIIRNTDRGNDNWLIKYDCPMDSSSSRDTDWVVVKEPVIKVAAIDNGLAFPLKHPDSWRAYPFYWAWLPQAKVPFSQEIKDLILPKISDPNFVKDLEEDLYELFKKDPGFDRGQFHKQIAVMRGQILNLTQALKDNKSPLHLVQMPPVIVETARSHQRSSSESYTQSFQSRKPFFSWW
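PI4K2A activity was measured by ADP-Glo luminescence: enzyme (4 ug/mL stock) and phosphatidylinositol (1.2 mM stock) in Tris pH 7.5/MgCl2/EGTA/Triton X-100 buffer were reacted with ATP (300 microM stock) for one hour at ambient temperature.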
Glioma ERSR ind = qHTS for Inducers of the Endoplasmic Reticulum Stress Response (ERSR) in Human Glioma: qHTS. 420,000 tested, 0.02% active. AID 602332, 2012. Potency, µM, for the others: top-dose activation, hits mostly activators. U87-MG GRP78 promoter luciferase reporter, 16 h; also: potency is read from the fitted curve at half-maximal effect; series mostly up to about 76 µM; % of control where 0% means no effect; nearly all actives have a fitted effect of over 35% in size
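ERSR induction read as luciferase luminescence (Bright-Glo, 10 min at room temperature) in stably transfected human U87-MG glioma cells exposed to compounds for 16 h, using GRP78 as sensor.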
LDHA block = qHTS assay for inhibitors of human lactate dehydrogenase. activity change, % (values are at about 110 or 230 µM). 480,000 tested, 0.15% active. AID 1347041, 2019. purified LDHA, NADH/diaphorase-resazurin fluorescence; active compounds read low. L-lactate dehydrogenase A chain (Homo sapiens), P00338; in the data active = activity change below about -30%; inconclusive = mostly about -25% to -30%;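 also: plate controls were DMSO wells for no effect and wells without enzyme for full effect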
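LDH5 2 nM; NADH 0.06 mM, pyruvate 0.2 mM; 200 mM Tris pH 7.4, EDTA, Tween-20; 5 min RT. Detection: diaphorase 0.133 mg/mL + resazurin 37 µM, fluorescence ex540/em590 at 0 and 20 min; normalized to enzyme-free and DMSO wells.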
Numbers without * were called inactive; u = inconclusive; x = no result given; [ ] = dose if it differs, or a comment. Unless noted, calls follow the shape of the dose curve; as a rule, active = well fitted curve in the direction sought with a large enough effect; inconclusive = small, poorly fitted or top-dose-only effect, or another doubt; inactive = no such curve, though single readings can be large; an effect the other way counts as inactive or inconclusive. These rows are one share of the data; the hit share may differ from the screen's.

SMILES | RXFP1 ag | USP1 inh | Vif-APOBEC3F blk | Vif-A3G inh | IDH1 R132H inh | TrxR1 substrate | PI4K2A block | Glioma ERSR ind | LDHA block
C=CCOC(=O)C(C#N)c1nc2ccccc2nc1N1CCN(Cc2ccc3c(c2)OCO3)CC1 (stereo not drawn) | -1.5% | -10% | -5% | -13% | -6% | -10% | 7 | -5% | -2
CCOC(=O)C(NC=O)(NC(C)(C)C)C(=O)OCC | 2.4% | -9% | -1% | 2% | 2% | 5%[57.1 µM] | 11 | -3% | -5
COc1cc(-c2nnc(SCC(=O)Nc3cccc(C#N)c3)o2)cc(OC)c1OC | -1.8% | -1% | 1% | 2% | -8% | -2% | -14 | -1% | -2
Cc1c(OCC(=O)NCc2ccncc2)ccc2c3c(c(=O)oc12)CCC3 | 2.8% | -27% | 2% | 0% | -8% | 12% | -4 | 0% | 1
C/C(=N/NC(=O)c1ccoc1C)c1ccc(N2CCOCC2)cc1 | -1.0% | -7% | 1% | 1% | 3% | -2%[57.1 µM] | -13 | -1% | -1
O=C(CN1CSCC1=O)N1CCN(S(=O)(=O)c2cc(C(F)(F)F)ccc2Cl)CC1 | 0.3% | -17% | -2% | 0% | 0% | 0% | 4 | -4% | -8
CCOC(=O)C(C)Sc1ncc(-c2ccccc2)cn1 (stereo not drawn) | 1.4% | -20% | 8% | -2% | 12% | -4% | 0 | 5% | 3
CN(C)S(=O)(=O)c1cccc(COc2ncnc3c(Cl)cc(Cl)cc23)c1 | 16µM* | -16% | -7% | 0% | -7% | -6% | 0 | 0% | -11
COc1ccc(NC(=O)CN2CCN(CC(=O)Nc3ccc4c(c3)OCO4)CC2)cc1 | 2.1% | -11% | -6% | 0% | 2% | 7%[57.1 µM] | 5 | -3% | -1
CCC(C)c1ccc(NC(=S)N2CCN(c3ccccn3)CC2)cc1 (stereo not drawn) | -0.4% | -26% | 3% | -5% | -6% | 1% | 3 | 1% | -1
CC(=O)c1ccc(N2CCN(c3nc4c(S(=O)(=O)c5ccc(C)c(C)c5)nnn4c4ccc(Cl)cc34)CC2)cc1 | 0.8% | u | 3% | 1% | 0% | 0% | 1 | -3% | -14
Cc1c([N+](=O)[O-])oc2c1C(=O)NCCC2 | x | -16% | -10% | 1% | -20% | x | 5 | -5% | -2
c1ccc(-c2ccccc2OCCOCCN2CCNCC2)cc1 | -0.8% | 0% | -7% | -6% | 11% | 13% | -4 | 0% | -6
CC(C)Oc1ccc(OCCn2c(=S)[nH]c3c(N)ncnc32)cc1 | 6.0% | -19% | -3% | 1% | 3% | -10% | 4 | -1% | -4
CC(C)OP(=O)(c1ccc(N(C)C)cc1)C(O)c1ccccc1 (stereo not drawn) | 0.3% | -8% | 8% | 0% | 1% | 4% | 6 | -4% | -9
CCOC(=O)c1c(C)[nH]c(C(=O)OCC(=O)N(CC(C)C)c2c(N)n(Cc3ccccc3)c(=O)[nH]c2=O)c1C | -1.2% | u | u | u | 3% | -4% | 3 | -2% | -8
COc1cccc(C(O)c2nc(-c3cccc(C(F)(F)F)c3)cs2)c1 (stereo not drawn) | x | x | x | -7% | x | x | 1 | -3% | -1
O=C(CCSc1ccccc1)NCCSCc1ccccc1 | -0.2% | -29% | -24% | 2% | 0% | 5%[57.1 µM] | -5 | -2% | -1
COc1ccc(-c2nnc(SCC(=O)c3ccco3)n2-c2ccccc2)cc1 | 1.5% | -12% | 1% | 2% | 1% | 0% | -1 | -5% | -7
OC(COc1ccc2c(c1)OCO2)CN1CCN(c2ccc(F)cc2)CC1 (stereo not drawn) | 1.8% | -19% | 2% | 2% | -4% | 4% | 0 | 1% | -1
Cc1ccc(OCCOc2ccc(Br)cc2/C=N\NC(N)=O)cc1 | 1.3% | -20% | -10% | -5% | 1% | -2% | -3 | 11% | -3
COc1ccc(N2CCN(Cc3oc(CO)cc(=O)c3O)CC2)cc1 | 2.3% | -8% | 4% | 2% | 13% | -16% | 1 | -4% | 5
COc1ccc(-c2csc3ncnc(Nc4cc(OC)cc(OC)c4)c23)cc1 | 2.2% | -1% | 3% | 3% | 11% | 0%[57.1 µM] | -1 | -4% | -3
O=S(=O)(Nc1nc2ccccc2s1)c1cnc(Cl)c(Br)c1 | -0.9% | -14% | 3% | 4% | -1% | -2% | 8 | 2% | -7
Cc1ccc(/C=C2\SC(=S)N(C(Cc3ccccc3)C(=O)O)C2=O)cc1 (stereo not drawn) | -0.1% | u | -2% | 0% | -1% | -14% | 1 | -4% | -3
COc1ccc(N(CC(=O)NCCSCc2ccc(Cl)cc2)S(C)(=O)=O)cc1Cl | 0.2% | -7% | -1% | 2% | 1% | 0% | -4 | -4% | 0
Cc1ccc(CN2CCC[C@]3(N[C@H](c4ccccc4)[C@@H]4C(=O)N(C)C(=O)[C@@H]43)C2=O)cc1 | x | -11% | 14% | 4% | 3% | x | -9 | -3% | -4
Cc1cccc(C)c1OCc1nnc(SCC(=O)Nc2nccs2)n1-c1ccccc1 | 1.8% | -4% | -14% | -2% | -2% | -1% | 5 | 3% | -12
O=C(CCN1C(=O)COc2ccccc21)NCCN1CCN(c2cccc(Cl)c2)CC1 | 0.3% | -11% | -10% | 1% | -1% | -1% | 1 | -3% | 5
Cn1ncc(C#N)c1NC(=O)C1CC(c2ccccc2Cl)=NO1 (stereo not drawn) | -5.0% | -11% | -7% | 2% | -7% | -3% | 0 | -1% | -3
O=C(CCS(=O)(=O)Cc1ccccc1)NC1CCCCC1 | 0.3% | -7% | -5% | 0% | -2% | 4% | -1 | -2% | -3
CCCN(CCC)CCCNC(=O)Cn1ncc2c3ccccc3n(Cc3ccc(F)cc3)c2c1=O | 0.6% | -2% | u | -1% | 0% | 6% | 2 | -7% | -11
Cc1ccccc1NC(=O)c1c(C)oc2ccc(O)c(CN3CCC(C)CC3)c12 | 3.1% | -26% | -2% | 0% | -8% | 0% | -2 | -3% | 7
COc1cc(S(=O)(=O)NCCCn2ccnc2)ccc1Cl | 0.9% | -21% | -2% | 5% | 1% | -5%[11.4 µM] | 2 | -1% | -5
CCOc1ccc(Br)cc1C(=O)N/N=C/c1c[nH]c2ccccc12 | 0.4% | -19% | -20% | -11% | 4% | 24% | 1 | -1% | -4
CCC(=O)N1CCN(c2ccccc2NC(=O)c2cccs2)CC1 | -0.1% | -11% | 4% | 1% | 0% | -7% | 1 | -5% | -7
COc1ccc(NS(=O)(=O)c2cccc3nonc23)c(OC)c1 | 2.3% | -18% | -14% | -2% | 5% | 5% | 4 | -2% | 9
Cc1ccc(-c2nnn(CCC(=O)N3CCCCC3C)n2)cc1 (stereo not drawn) | 2.5% | u | -4% | 1% | 7% | 10% | -1 | 4% | -2
CC1(C)Cc2cccc(OCC(=O)Nc3cccnc3)c2O1 | 0.0% | -1% | -8% | 0% | 4% | 7% | 0 | -5% | -3
CCOC(=O)Cn1nnnc1CN(Cc1ccc(OC)cc1)Cc1cc2cc(C)ccc2[nH]c1=O | -0.1% | -5% | 4% | 2% | 2% | 8% | -1 | -2% | -4
O=C(O)c1ccccc1C(=O)Nc1cccc([N+](=O)[O-])c1 | 0.8% | -6% | -1% | -1% | 4% | 13%[57.1 µM] | 5 | 0% | -2
CC(=O)Nc1ccc(NC(=O)C(C)OC(=O)C2(c3ccc(F)cc3)CCCC2)cc1 (stereo not drawn) | -1.1% | -27% | 2% | 7% | 1% | -6% | -2 | 1% | -6
CCSc1ccc2nnc(-c3ccc(F)cc3)n2n1 | 6.2% | 1% | -4% | -4% | 2% | 25%[57.1 µM] | 3 | -4% | -5
Cc1ccc2ccccc2[n+]1[O-] | x | x | x | -4% | x | -1% | x | -4% | 5
O=C(CSc1nc2c([nH]c3ccccc32)c(=O)n1-c1ccccc1F)Nc1ccccc1C(F)(F)F | 3.0% | -2% | -4% | -7% | -1% | 4%[57.1 µM] | -1 | 2% | -5
COCCn1c(C)nc2oc3ccc(Br)cc3c(=O)c2c1=O | 3.0% | -15% | -4% | -11% | 3% | -4% | 2 | 0% | 1

Screens from PubChem.
